# GAA inh = blocks human lysosomal alpha-glucosidase; purified human GAA, 4-MU-alpha-glucoside fluorescence; Potency, µM (series often up to 76.9 µM), without a hit: at the top dose activity change, negative = inhibition, actives largely listed as inhibitors; 200,000 tested, 0.005% active; AID 1466;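 also: potency is read from the fitted curve at half-maximal effect; plate controls were uninhibited enzyme wells for no effect and no-enzyme background for full effect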
#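 qHTS format, compound range up to 77 uM. Human lysosomal enzyme at 4 nM, 400 uM 4-MU glucoside substrate, pH 5.0, 20 min room temperature; fluorescence after alkaline stop gives activity normalized to controls.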
# GAA glycogen = GAA glycogen-cleavage inhibition or activation | P10253 | recombinant GAA, glycogen substrate, Amplex Red glucose oxidase fluorescence | Potency, µM (titrated, usually from 76.4 µM), for inactives: top-dose activity change, negative = inhibition, actives largely listed as inhibitors | 300,000 tested, 0.38% active | AID 2100;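 also: potency is read from the fitted curve at half-maximal effect; 0% = full enzyme reaction and -100% = no-enzyme basal signal; the screen sought inhibitors and activators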
#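 Recombinant enzyme (4 nM final) with compounds titrated up to 77 uM and bovine liver glycogen (30 ug) in citrate pH 5.0, 0.01% Tween-20, 37 C 40 min. Released glucose detected by Amplex Red/glucose oxidase (Ex 573/Em 610); AC50 from Hill fits.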
# CBFb-RUNX1 inh = inhibitors of human CBF-beta and RUNX1 interaction; AID 1477; Q01196+Q13951; 230,000 tested, under 10 active; AlphaScreen CBFb-His/RUNX1-biotin binding, biochemical; Potency, µM (doses to about 59.8 µM), for inactives: at the top dose activity, negative = inhibition, most hits filed as inhibitors; also: % of control where 0% means no effect
# Target sequence (Q01196 whole entry, looked up): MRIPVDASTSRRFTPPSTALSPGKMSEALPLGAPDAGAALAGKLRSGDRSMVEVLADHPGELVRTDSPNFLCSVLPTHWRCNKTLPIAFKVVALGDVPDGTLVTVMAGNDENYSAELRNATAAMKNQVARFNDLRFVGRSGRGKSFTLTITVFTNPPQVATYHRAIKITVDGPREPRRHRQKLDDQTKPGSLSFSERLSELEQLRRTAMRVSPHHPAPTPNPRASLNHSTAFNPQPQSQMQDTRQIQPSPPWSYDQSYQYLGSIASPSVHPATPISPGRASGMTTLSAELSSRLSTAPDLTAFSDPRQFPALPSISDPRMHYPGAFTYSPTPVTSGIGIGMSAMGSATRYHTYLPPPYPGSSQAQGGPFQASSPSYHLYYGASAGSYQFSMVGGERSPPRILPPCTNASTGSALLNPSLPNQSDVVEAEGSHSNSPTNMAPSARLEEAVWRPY
# Target sequence (Q13951 whole entry, looked up): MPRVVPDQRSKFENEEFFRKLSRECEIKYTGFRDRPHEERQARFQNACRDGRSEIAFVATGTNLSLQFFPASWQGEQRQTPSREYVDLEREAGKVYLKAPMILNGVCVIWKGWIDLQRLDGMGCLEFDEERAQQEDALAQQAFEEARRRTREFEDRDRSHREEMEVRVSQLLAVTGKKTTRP
#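 Room-temperature protein-protein interaction test with 30 nM each of His-tagged CBF-beta and biotinylated RUNX1, 15 min with compound, then 90 min with nickel plus streptavidin beads. Signal read in AlphaScreen mode.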
# Lamin A splicing = changes lamin A minigene splicing in HeLa cells; Potency, µM (series often up to 46.1 µM), for inactives: at the top dose ratio change, negative = inhibition, most hits filed as inhibitors; HeLa LMNA splicing GFP/RFP minigene ratio, 48 h; AID 1487; 200,000 tested, 0.01% active; active = well fitted inhibition curve with a large enough effect in the signal ratio, with a control signal flat, not every such curve was filed as active; inconclusive = small, poorly fitted or top-dose-only effect, or effect the other way, or a change in a side signal; the % refers to the signal ratio; also: potency is read from the fitted curve at half-maximal effect; % is scaled to controls: 0 for no effect and ±100 for the full control effect
#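 S3 HeLa stable clones carrying a lamin A-EGFP splicing minigene plus DsRed2 were seeded at 600 cells/well in Opti-MEM with 2% FBS, pin-dosed and incubated 48 h at 37°C. Acumen cytometry (488 nm) gave the GFP/RFP total-intensity ratio.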
# HTT cytoprotect = protects HTT-Q103 PC12 cells, measured by ATP; PC12 HTT-Q103 induced, cytoprotection, ATP luminescence, 40 h; Potency, µM (highest dose often 56.4 µM), without a hit: cytoprotection (ATP increase), actives largely listed as activators; 230,000 tested, 0.14% active; AID 1471;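 also: potency is read from the fitted curve at half-maximal effect; % of control where 0% means no effect; nearly all actives have a fitted effect of over 45% in size; toxic huntingtin expression switched on by the ecdysone agonist tebufenozide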
#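 PC12 cells with ecdysone-inducible HTT exon 1 Q103-GFP, induced with 100 nM tebufenozide and co-treated with library compounds in a dose series (1536-well, 1500 cells/well). Cytoprotection read as ATP content by ATPlite luminescence.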
# HttQ103 aggreg = inhibitors of mutant huntingtin aggregate formation in PC12 cells; PC12 HttQ103-GFP aggregates, Acumen cytometry, 40 h; Potency, µM (highest dose often 46.1 µM), for inactives: at the top dose activity change, negative = inhibition, hits mostly inhibitors; 220,000 tested, 1.1% active; AID 1688; also: potency is read from the fitted curve at half-maximal effect; % is scaled to controls: 0 for no effect and ±100 for the full control effect; nearly all actives have a fitted effect of over 60% in size
#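 PC12 cells stably carrying ecdysone-inducible HTT exon 1 Q103–GFP were induced with tebufenozide (100 nM final) and treated with library compounds in titration. GFP aggregates in lysates were counted by laser scanning cytometry.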
# aGlu spleen mod = lysosomal alpha-glucosidase (human) modulation; P10253; human spleen homogenate, 4-MU-alpha-glucoside fluorescence; Potency, µM (top dose mostly 79.9 µM), without a hit: at the highest dose activity change, negative = inhibition, most hits filed as inhibitors; 240,000 tested, 0.006% active; AID 2112;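 also: potency is read from the fitted curve at half-maximal effect; 0% = enzyme with vehicle and -100% = no enzyme basal signal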
#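 Enzyme source: human spleen homogenate, 1 ug/well. Buffer 50 mM citric acid/K phosphate pH 5.0, 0.01% Tween-20. 4-MU-alpha-glucoside 1 mM; 37 C x 40 min; NaOH/glycine stop; fluorescence.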
# The depositor's hits bear a star; u = inconclusive; x = no result given; & = joins results of further samples; [ ] = another dose, or the depositor's remark. Unless noted, calls follow the shape of the dose curve; as a rule, active = well fitted curve in the direction sought with a large enough effect; inconclusive = small, poorly fitted or top-dose-only effect, or another doubt; inactive = no such curve, though single readings can be large; an effect the other way counts as inactive or inconclusive.
cpd	SMILES	GAA inh	GAA glycogen	CBFb-RUNX1 inh	Lamin A splicing	HTT cytoprotect	HttQ103 aggreg	aGlu spleen mod
1	Cc1ccc(S(=O)(=O)CC(=O)NC(C)(C)C)cc1	-3%	-12%	2%	-7%	12%[10 µM]	-1%	-3%
2	Cc1nnsc1C(=O)Nc1ccc(Cl)cc1	1%	7%	-10%	-9%	24%[10 µM]	7%	-3%
3	COC(=O)c1sc(NC(=O)CC(C)C)c(C(=O)OC)c1C	-6%	-8%	6%	11%	-26%[10 µM]	-31%	-6%
4	COC(=O)c1ccccc1NC(=O)c1ccc(COc2ccc3c(c2)CCC3)cc1	-3%	-1%	3%	u	12%	20%	-1%
5	CC1CC(C)(C)NC(=S)N1CC(=O)N(C)Cc1ccccc1 (stereo not drawn)	2%	7%	-25%	-6%	15%[10 µM]	5%	-8%
6	CC(=O)c1c(C)nc(-c2ccc(Cl)cc2Cl)n1O	-23%	7%	-3%	-8%	-12%[0.074 µM]	-14%	-5%
7	Cc1c(NC(=O)c2cc(-c3ccccc3O)on2)c(=O)n(-c2ccccc2)n1C	x	2%	10%	x	-6%[10 µM]	-14%[9.22 µM]	1%
8	O=C(NCc1ccccc1)c1cc(-n2cnnc2)ccc1Cl	-3%	3%	3%	5%	-2%[0.074 µM]	10%	0%
9	COc1ccc(C(=O)/C=C2/c3ccccc3CC(C)(C)N2C)cc1OC	u	2%	u	-4%	3%[10 µM]	u	-4%
10	Cc1cc(C)nc(/N=C(\N)Nc2ccc(SC(F)F)cc2)n1	x	3%	14%	x	0%[10 µM]	29%[9.22 µM]	-7%
11	O=C(Nc1nc(-c2ccc3c(c2)OCCO3)cs1)C1CCCC1	2%	-5%	5%	-12%[46 µM]	-70%[inhibitor]	20%	6%
12	CCc1cccc(CC)c1NC(=O)c1cccc(N)c1	-3%	6%	3%	0%	13%	10%	-3%
13	CCCNC(=S)N1CCC(n2cnc3ccccc32)CC1	10%	-1%	5%	u	-10%[10 µM]	-9%[9.22 µM]	-6%
14	COC(=O)CSC(C)C(=O)Nc1nnc(C(C)C)s1 (stereo not drawn)	0%	4%	-4%	7%[9.22 µM]	3.2µM*	-5%	1%
15	O=C(OCc1cn(-c2ccc(Cl)c(Cl)c2)nn1)c1ccccc1Cl	0%	0%	3%	23%	19%	3%	-10%
16	CCOc1ccc(-c2nnc(-c3snc(-c4ccc(F)cc4)c3N=CN(C)C)o2)cc1	-1%	4%	-1%	-7%	-2%	-8%	-3%
17	CCCn1nc(Oc2nc(SC)nc(N(C)C)n2)ccc1=O	-5%	-8%	4%	-5%	-21%	1%	0%
18	CCOC(=O)c1ccc(NC(=O)c2cc3c(s2)CCC3)cc1	x	8%	8%	x	-10%[10 µM]	-13%[9.22 µM]	-1%
19	COc1ccc2[nH]c(C)c(CCN3C(=O)OC(C)(C)C3(C)O)c2c1 (stereo not drawn)	-11%	-15%	10%	-7%	0%	-16%	1%
20	CN(C)S(=O)(=O)N(CC(=O)N1CCN(c2ccccc2)CC1)c1ccccc1	3%	-8%	4%	x	-14%[10 µM]	-4%[9.22 µM]	4%
21	CCCN=Cc1c(CCC)[nH]n(-c2nc3ccccc3s2)c1=O	0%	-13%	1%	-14%	-21%	-24%	-6%
22	C=CCn1c(SCC(N)=O)nnc1-c1cccc(Br)c1	-2%	0%	4%	0%	-21%[0.074 µM]	-3%	3%
23	NC(=O)c1oc2ccccc2c1NC(=O)c1ccccc1	1%	3%	-2%	0%	13%	7%[9.22 µM]	-1%
24	O=C(NCc1ccncc1)c1cc(C(=O)C2CC2)c[nH]1	-7%	-4%	12%	u	4%[10 µM]	7%	4%
25	O=C1c2cccc3cccc(c23)C(=O)N1c1ccncc1	3%	-3%	1%	-8%	25%[10 µM]	-29%	-4%
26	Cc1cccc(NNC(N)=S)c1C	x	-8%	-3%	x	7%[10 µM]	-5%[9.22 µM]	-1%
27	COC(=O)c1c(NC(=S)Nc2ccc(CC(=O)O)cc2)sc(C)c1C	u	-25%	-9%	9%	-1%[10 µM]	9%	-4%
28	CC1(C)c2ssc(=S)c2-c2ccccc2N1C(=O)c1ccco1	-2%	0%	-18%	u	3%[10 µM]	13%	3%
29	O=C(Cn1nnc2ccccc21)OCC(=O)c1ccccc1	3%	4%	10%	-2%	-37%[10 µM]	-7%	5%
30	CCOc1ccc2c(c1)ncn2Cc1ccccc1	3%	-1%	-4%	x	19%	-8%	2%
31	COC1OC(CO)C(OC2OC(C(=O)O)C(OC3OC(COS(=O)(=O)O)C(OC4OC(C(=O)O)C(OC5OC(CO)C(OC6OC(C(=O)O)C(OC7OC(COS(=O)(=O)O)C(OC8OC(C(=O)O)=C[C@H](O)C8OS(=O)(=O)O)C(O)C7NC(C)=O)[C@@H](O)C6O)C(O)C5NC(C)=O)[C@@H](O)C4O)C(O)C3NC(C)=O)[C@@H](O)C2O)C(O)C1NC(C)=O (stereo partly drawn)	x	x	x	u	18%	-14%	-8%
32	O=C(Nc1nc(-c2ccccc2)cs1)c1ccc2c(=O)n3c(nc2c1)CCCCC3	-3%	5%	-4%	u	1%[10 µM]	u	-3%
33	O=C(CN1C(=O)c2ccccc2C1=O)NCC(=O)OCC(=O)c1ccc(Cl)cc1	7%	8%	-14%	-8%	-16%[10 µM]	-16%	-8%
34	CCOC(=O)C1(C)NC(c2ccccc2F)C2C(=O)N(c3cccc(C(C)=O)c3)C(=O)C21 (stereo not drawn)	-5%	-14%	-3%	-6%	7%[10 µM]	5%	6%
35	CNC(=S)NNC(=O)c1sc(-c2cc(C)on2)nc1C	x	u	5%	x	-8%[10 µM]	-8%[9.22 µM]	2%
36	Cc1ccc(CNC(=O)C2(C(F)(F)F)C/C(=C\Cc3ccccc3)CCCO2)o1 (stereo not drawn)	x	-9%[76.3 µM]	3%	x	x	x	1%
37	Cc1nnc(C)n1/N=C/c1cc(Br)cc(Br)c1O	-5%	3%	-3%	u	-13%	x	-10%
38	Cc1cc(C)c(C(=O)/C=C/c2cccs2)c(=O)[nH]1	-3%	1%	13%	u	7%	-18%	-3%
39	CC(C)(C)c1cc(C(=O)NCc2ccccc2)ccn1	-6%	0%	6%	u	-9%	11µM*	-4%
40	NC(=O)[C@@H]1CCCN1Cc1nc(-c2ccccc2)no1	-1%	6%	4%	11%[46 µM]	9%[10 µM]	1%[9.22 µM]	4%
41	CCOC(=O)c1c(-c2cccs2)csc1NC(=O)CC(C)C	0%	-11%	u	-4%	-18%	-10%	-2%
42	CN1CCC(OC(=O)c2ccccc2Cl)CC1	11%	3%	-3%	x	-14%[10 µM]	-8%[9.22 µM]	6%
43	CSc1ccc(NC(=O)Nc2ccccc2C(N)=O)cc1	-7%	0%	0%	x	-1%[10 µM]	3%[9.22 µM]	-1%
44	Cn1c(=NC(=O)c2ccco2)sc2cccc(F)c21	0%[15.4 µM]	3%	1%	5%	-81%[inhibitor]	8%	-1%
45	CCCOc1ccc(C(=O)NCC(c2ccco2)N(C)C)cc1OC (stereo not drawn)	1%	-1%	-4%	-11%	28%[10 µM]	2%	2%
46	CCCCN(CCCC)CC(O)COc1ccccc1C(=O)Nc1ccccc1 (stereo not drawn)	-10%	-9%	5%	-19%[46 µM]	-13%[1.9 µM]	17%[9.22 µM]	7%
47	COc1ccc(CN(CC(=O)NCc2ccco2)C(=O)CCC(=O)Nc2ccccn2)cc1	-5%	6%	6%	-1%	8%[10 µM]	2%	0%
48	COCCCNC(=O)C1CCC(CNS(=O)(=O)c2ccc(Cl)cc2)CC1 (stereo not drawn)	4%	3%	-5%	-21%[46 µM]	-23%	19%	2%
49	O=C(CSc1nnc(-c2ccco2)n1Cc1ccco1)NCc1cccs1	-3%	-14%	1%	-2%	-17%	-5%[9.22 µM]	2%
50	Cc1ccc(C(=O)NCC(C)(C)N2CCOCC2)s1	2%	6%	7%	7%	-3%	2%	4%

# Remaining list, next part.
cpd	SMILES	GAA inh	GAA glycogen	CBFb-RUNX1 inh	Lamin A splicing	HTT cytoprotect	HttQ103 aggreg	aGlu spleen mod
51	O=C(c1ccc(S(=O)(=O)N2CCCCC2)cc1)N1CCN(Cc2ccc3c(c2)OCO3)CC1	-4%	3%	3%	u	-11%	-15%	-5%
52	CC(Oc1ccc(Cl)cc1)c1ccnn1S(C)(=O)=O (stereo not drawn)	-1%	-9%	22%	12%	-1%	3%	0%
53	COc1ccccc1C(O)(C(=O)NNc1ccccc1C)c1ccccc1OC	-3%	u	15%	-7%	24%[10 µM]	-9%	0%
54	CC(=O)N1N=C(c2cccc(Cl)c2)OC1c1ccc(C(C)C)cc1 (stereo not drawn)	-2%	0%	-1%	3%	11%	5%[9.22 µM]	4%
55	C=C1CC[C@H](O)C/C1=C/C=C1\CCC[C@]2(C)C([C@H](C)CCCC(C)(C)O)CC[C@@H]12 (stereo partly drawn)	x	x	5%&24%	x	4%&14%	x	-2%&4%
56	O=C(COc1ccc(Cl)cc1Cl)NNC(=S)NC(=O)c1ccco1	x	-10%	3%	x	27%[10 µM]	-10%[9.22 µM]	-8%
57	c1ccc2c(c1)c1cccc3ccc4cccc2c4c31	x	x	20%[21.7 µM]	x	-31%[inhibitor]	x	-12%
58	CN(Cc1ccccc1)C(=O)c1ccc(Cl)c([N+](=O)[O-])c1	5%	-1%	-4%	8%	x	-7%	7%
59	O=C(COc1ccccc1Cl)NC(=O)NC1CCCC1	0%	-16%	1%	-10%	3%	-2%	6%
60	Cc1ccccc1C(=O)NC(=S)NCC(=O)c1ccccc1	-4%	-1%	-1%	-2%	7%	8%	-6%
61	Cc1cccc(N2C(=O)CC(N3CCN(C(=O)c4ccccc4)CC3)C2=O)c1 (stereo not drawn)	u	7%	10%	-6%	-11%	6%	-2%
62	O=C(/C=C/c1ccc(OC2CSC2)cc1)c1ccccc1	2%	-5%	-1%	u	-20%	3%	1%

# Complete entries, looked up by structure. Values in the order: GAA inh | GAA glycogen | CBFb-RUNX1 inh | Lamin A splicing | HTT cytoprotect | HttQ103 aggreg | aGlu spleen mod
# CCCOc1ccc(C(=O)NCC(c2ccco2)N(C)C)cc1OC (stereo not drawn) reads 1% | -1% | -4% | -11% | 28%[10 µM] | 2% | 2%
# COc1ccccc1C(O)(C(=O)NNc1ccccc1C)c1ccccc1OC reads -3% | u | 15% | -7% | 24%[10 µM] | -9% | 0%

# Screens (PubChem)
